Screening data (PubChem BioAssay)
Vif imaging: blocks HIV Vif function | hit rate 0.35% among 340,000 | HEK293T cells, Vif self-association by quenched fluorescence, imaging, 24 h | inhibition, % at 7.49 µM; in the data active means inhibition above about 50%, passing the limit was not always enough; further: some results filed as inactive read as strong as hits
ABCB6 inh 2: human ABCB6 transporter inhibition; Q9NP58; K562-ABCB6 porphyrin accumulation, flow cytometry, 1 h; active compounds read low; fluorescence ratio to DMSO, % at 10 µM; hit rate 0.19% among 360,000;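 active means fluorescence ratio to DMSO below 75%, the collection mean minus 3 SD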;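 further: signal is porphyrin accumulated inside mitochondria; 100% equals median channel fluorescence of DMSO control wells; lower ratio means ABCB6 inhibition with less porphyrin fluorescence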
Target sequence (Q9NP58 whole entry, looked up): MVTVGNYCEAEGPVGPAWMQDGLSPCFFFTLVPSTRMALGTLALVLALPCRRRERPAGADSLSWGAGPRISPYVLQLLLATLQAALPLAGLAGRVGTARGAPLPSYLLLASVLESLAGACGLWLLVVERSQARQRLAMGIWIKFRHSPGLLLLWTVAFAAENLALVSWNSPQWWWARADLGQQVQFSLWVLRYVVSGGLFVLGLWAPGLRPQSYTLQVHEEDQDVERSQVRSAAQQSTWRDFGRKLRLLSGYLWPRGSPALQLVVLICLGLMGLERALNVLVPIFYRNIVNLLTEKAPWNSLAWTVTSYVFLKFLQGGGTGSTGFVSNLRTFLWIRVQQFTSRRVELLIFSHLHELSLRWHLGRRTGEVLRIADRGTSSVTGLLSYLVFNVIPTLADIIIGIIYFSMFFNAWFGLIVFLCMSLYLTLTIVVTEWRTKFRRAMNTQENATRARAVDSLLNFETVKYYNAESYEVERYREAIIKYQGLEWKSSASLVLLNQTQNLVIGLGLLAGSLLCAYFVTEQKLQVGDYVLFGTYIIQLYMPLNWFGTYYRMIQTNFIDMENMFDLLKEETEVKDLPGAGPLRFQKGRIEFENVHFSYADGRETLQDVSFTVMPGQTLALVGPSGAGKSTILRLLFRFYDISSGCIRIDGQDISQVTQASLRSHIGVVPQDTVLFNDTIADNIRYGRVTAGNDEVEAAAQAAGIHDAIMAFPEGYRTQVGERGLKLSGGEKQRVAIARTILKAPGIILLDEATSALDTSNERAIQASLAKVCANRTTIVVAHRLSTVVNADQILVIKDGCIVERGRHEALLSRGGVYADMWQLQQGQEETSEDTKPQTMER
ABHD5-PLIN5 inh: ABHD5-PLIN5 protein interaction inhibition; Q00G26+Q8WTS1; inhibition, % at 4 µM; hit rate 0.78% among 360,000; Split G. princeps luciferase complementation, luminescence, 4 h;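 active means inhibition above the mean inhibition across every tested compound plus 3 SD, cut at about 22% in these data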;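 further: 0% = DMSO only wells and the 100% control is not disclosed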
aDG glyco up: increases alpha dystroglycan glycosylation; Pro5-aDG cells, alpha-DG glycosylation AlphaScreen (IIH6); 0% Pro5, 100% B10-LARGE cell signal; AID 624168; activation, % at 10 µM; hit rate 0.22% among 360,000;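 active means activation of at least 8% versus controls, or a plate z-score of at least 8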;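 further: Pro5 are CHO cells carrying HIG-tagged alpha-DG that lacks glycosylation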
NOD2-RIPK2 inh: blocks binding of human NOD2 to RIPK2; O43353; CHO BLA complementation NOD2-RIPK2, CCF4 ratio; inhibition, % at 4.98 µM; hit rate 0.38% among 360,000; in the data active means inhibition above about 21%;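 further: 0% = vehicle only and 100% = reference blocker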
Granule exo inh: lytic granule exocytosis inhibition | TALL-104 LAMP-1 surface exposure, flow cytometry; cells stimulated with thapsigargin and PMA | inhibition, % at 10 µM | hit rate 0.66% among 360,000 | AID 651702;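 active means inhibition above about 55%, limit read from the data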
MC4R antag cAMP: human MC4R antagonism in cAMP assay | P32245 | MC4R-expressing cells, MTII-stimulated cAMP, LANCE TR-FRET | inhibition, % at 6.5 µM | hit rate 0.48% among 360,000;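 active means inhibition above its plate's cutoff, the mean of tested wells on that plate plus 3 SD, cut at about 29% in these data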;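 further: 0% = Melanotan II alone and 100% = Melanotan II plus saturating MCL0020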
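System: U2OS cells stably expressing human melanocortin 4 receptor (MC4R). Reagent: Melanotan II challenge after compound preincubation. Doses: 6.5 µM. Times: 30-min compound, 1-h challenge, 1-h detection, room temperature. Measured by: TR-FRET with Eu-cAMP and labeled anti-cAMP, 671 nm. Replicates: singlicate.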
MC4R barr agon: agonists of human melanocortin 4 receptor (MC4R) beta-arrestin; P32245; U2OS MC4R beta-arrestin complementation, luminescence; percent of melanotan II response, DMSO zero; activation, % at 8.9 µM; hit rate 0.98% among 360,000; AID 540308;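 active means activation above a per-plate cutoff, the mean activation of sample wells on that plate plus 3 SD, cut at about 8% in these data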
TLR9-MyD88 block: blocks human TLR9 binding to MyD88; Q9NR96+Q99836; CHO BLA complementation TLR9-MyD88, CCF4 FRET ratio; inhibition, % at 4.98 µM; hit rate 0.21% among 340,000; AID 504734;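 active means inhibition above the mean over all tested compounds plus 3 SD, cut at about 21% in these data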;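 further: 0% = DMSO only wells and 100% = clavulanate BLA inhibitor control wells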
Glyco luc inh: N-linked glycosylation inhibition; D54 ERlucT glycosylation luciferase reporter, 24 h; percent of 100 nM tunicamycin response; reporter increase, % at 12.5 µM; hit rate 0.23% among 360,000;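 active means mean luciferase reporter signal, scaled so untreated is 0 and the glycosylation-blocking control 100, at or above a set limit in every replicate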;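 further: luciferase carries N-glycosylation sites so blocking glycosylation raises the light; 0% = median of neutral control wells and 100% = median of 100 nM tunicamycin wells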
* marks the source's active call; other numbers are inactive results; · = no result given.

SMILES	Vif imaging	ABCB6 inh 2	ABHD5-PLIN5 inh	aDG glyco up	NOD2-RIPK2 inh	Granule exo inh	MC4R antag cAMP	MC4R barr agon	TLR9-MyD88 block	Glyco luc inh
Cc1cn(CC(=O)NCc2nc3ccccc3[nH]2)c(=O)[nH]c1=O	·	96	7	0.0	5	-4	·	·	·	·
CCOC(=O)C1CCCN(C(=S)Nc2ccc(OC)cc2)C1 (stereo not given)	33	97	-4	-0.4	1	0	0	-1.7	-5	-2
O=S(=O)(c1cccs1)N1CCN(c2ccccc2)CC1	10	99	0	-0.2	-12	10	3	-0.3	2	-1
O=C1N(CN2CCN(c3cccc(Cl)c3)CC2)c2ccccc2C12OCCCO2	-2	97	-3	-0.2	3	-1	14	-0.1	6	0
CCc1ccc(OCC(=O)N/N=C/c2cc([N+](=O)[O-])ccc2N2CCCCCC2)cc1	-18	94	-2	0.2	-8	-4	9	-2.0	10	0
CC(=O)N1CC(c2ccccc2)C(c2ccc(Cl)cc2)=N1 (stereo not given)	0	100	8	0.3	-7	1	4	0.2	5	-1
CCSc1nnc(NC(=O)NC(CC)(C(F)(F)F)C(F)(F)F)s1	-4	104	-5	0.4	5	9	6	6.0	-4	-3
O=C(NN=C1CCCCCC1)NC1CCCCC1	1	105	-9	0.0	6	-2	7	1.7	-6	0
Cc1cc(C)cc(CC(=O)N2CCC2(C)C(=O)NS(=O)(=O)c2ccc(Br)cc2)c1 (stereo not given)	15	96	5	-0.4	3	-3	5	0.0	·	1
Cc1cc2nc(-c3cccc(NC(=O)c4ccc(Br)o4)c3)oc2cc1C	-7	102	-2	0.1	-3	-3	2	0.3	-4	-3
CCOC(=O)c1cn(CC)c2cc(N3CCOCC3)c(F)cc2c1=O	3	95	0	-0.5	-8	0	-2	-1.6	3	0
CC1=C(c2ccccc2)[N+](=O)C2(CCCC2)N1[O-]	10	95	1	-0.1	-3	0	0	-1.6	-2	2

A different layout for part of the listing above.
Results follow in this order: Vif imaging | ABCB6 inh 2 | ABHD5-PLIN5 inh | aDG glyco up | NOD2-RIPK2 inh | Granule exo inh | MC4R antag cAMP | MC4R barr agon | TLR9-MyD88 block | Glyco luc inh
Cc1cc(C)cc(CC(=O)N2CCC2(C)C(=O)NS(=O)(=O)c2ccc(Br)cc2)c1 (stereo not given)
→ 15 | 96 | 5 | -0.4 | 3 | -3 | 5 | 0.0 | · | 1
Cc1cc2nc(-c3cccc(NC(=O)c4ccc(Br)o4)c3)oc2cc1C
→ -7 | 102 | -2 | 0.1 | -3 | -3 | 2 | 0.3 | -4 | -3
CCOC(=O)c1cn(CC)c2cc(N3CCOCC3)c(F)cc2c1=O
→ 3 | 95 | 0 | -0.5 | -8 | 0 | -2 | -1.6 | 3 | 0

Remaining list, next part:
SMILES	Vif imaging	ABCB6 inh 2	ABHD5-PLIN5 inh	aDG glyco up	NOD2-RIPK2 inh	Granule exo inh	MC4R antag cAMP	MC4R barr agon	TLR9-MyD88 block	Glyco luc inh
CC(=O)N1N=C(c2cccs2)CC1c1cc2cc(C)ccc2nc1Cl (stereo not given)	-4	98	2	-0.2	4	-6	5	-0.5	3	8
CC(Oc1cccc(Cl)c1)C(=O)NNC(=O)c1cccnc1 (stereo not given)	14	101	0	-0.2	-1	-1	6	-1.7	-2	1
O=C(OCc1ccccc1)c1cnc(Cl)c(Cl)c1	16	96	-10	0.0	11	0	26	0.8	-2	0
COc1ccc(C2C(C#N)=C(/N=C/N3CCOCC3)OC3=C2C(=O)CC(C)(C)C3)cc1OC (stereo not given)	-3	102	5	0.0	-7	3	-6	-0.4	0	3
Cc1ccc(F)c(C2=CC(=O)C[C@H](c3ccc(F)cc3)C2)c1	-3	97	-1	0.1	1	-3	3	-0.6	-3	-2
CC(C)CNC(=O)COCc1cc(-c2ccc3c(c2)OCO3)on1	14	98	-3	0.0	8	-8	-5	0.1	-4	1
CCOC(=O)c1ccc(NC(=S)Nc2ccc(C)cc2)cc1	49	98	-4	0.1	-3	-2	6	-2.6	7	-1
Cc1cccc(Cc2ccc(Cl)nn2)c1	-2	96	2	0.1	-5	6	-4	-0.8	-8	0
O=C(c1ccc(Cl)cc1Cl)N1CCC(C(=O)N2CCOCC2)CC1	10	98	4	-0.1	-4	0	3	-0.9	-2	0
Cc1ccc(S(=O)(=O)N2CCOCC2)cc1NC(=O)COC(=O)CCC(=O)c1ccc(F)cc1	20	100	7	-0.2	-3	-2	9	-0.6	-3	1
O=C(CN1CCOCC1)Nc1ccccc1C(=O)Nc1ccccc1	-4	102	2	-0.1	-7	-3	10	-0.8	2	0
Cc1ccc(C(=O)N/C(=C/c2ccc(-c3cccc([N+](=O)[O-])c3)o2)C(=O)NC(C)C)cc1	4	96	9	0.9	-8	2	4	2.7	0	0
CCn1c(SCc2ccc(Cl)cc2Cl)nc2nc3c(cc2c1=O)CCCC3	-1	98	2	0.3	-7	-3	17	-1.7	-7	0
CCCCCn1c(CNC(C)=O)nc2ccccc21	-6	94	1	1.6	4	-3	1	1.6	7	0
COc1ccc(S(=O)(=O)N2CCCCCC2)cc1C(=O)N(C)CCOc1ccc(Cl)cc1	-26	94	5	0.6	3	18	11	-2.5	-3	-3
CCN(CC)CCN1C(=O)C(=O)/C(=C(/O)c2ccccc2)C1c1ccccc1F (stereo not given)	·	103	1	0.1	4	-1	-4	-2.3	-1	0
CCOC(=O)c1ccc(NC(=O)CSc2nc(C)cc(=O)[nH]2)cc1	·	97	-6	0.0	4	11	2	-3.5	-1	-1
CC(=O)N(Cc1cc(=O)[nH]c2ccccc12)c1ccc(C)cc1	21	108	1	-0.1	-7	-2	-7	-2.1	-4	1
O=C(Cn1c(=O)cnc2ccccc21)NCC(=O)Nc1ccc(F)c(F)c1	11	96	2	-0.2	-18	-2	0	0.4	-9	2
CC1(C(=O)Nc2cccc3cccnc23)CCN1C(=O)CCC1CCCC1 (stereo not given)	-2	103	-13	-0.1	2	-2	2	0.3	·	2
COc1ccccc1CNC(=O)COC(=O)/C=C/c1ccc2ccccc2n1	17	101	7	0.4	-6	8	3	2.1	-2	-3
CC(C)=CC(=O)Nc1ccc(S(=O)(=O)Nc2onc(C)c2C)cc1	12	99	-6	-0.1	-8	-3	4	-3.7	5	2
CC(OC(=O)C1CSC2(C)CCC(=O)N12)C(=O)Nc1ccc(F)cc1 (stereo not given)	-8	101	-3	-0.1	6	7	17	-0.3	0	0
Cn1cc([N+](=O)[O-])c(C(=O)Nc2nccs2)n1	6	104	-2	0.9	-15	2	-2	-2.3	2	-4

Arranged by molecular weight (high to low): four of the compounds above
SMILES	Vif imaging	ABCB6 inh 2	ABHD5-PLIN5 inh	aDG glyco up	NOD2-RIPK2 inh	Granule exo inh	MC4R antag cAMP	MC4R barr agon	TLR9-MyD88 block	Glyco luc inh
COc1ccc(S(=O)(=O)N2CCCCCC2)cc1C(=O)N(C)CCOc1ccc(Cl)cc1	-26	94	5	0.6	3	18	11	-2.5	-3	-3
COc1ccccc1CNC(=O)COC(=O)/C=C/c1ccc2ccccc2n1	17	101	7	0.4	-6	8	3	2.1	-2	-3
CC(C)=CC(=O)Nc1ccc(S(=O)(=O)Nc2onc(C)c2C)cc1	12	99	-6	-0.1	-8	-3	4	-3.7	5	2
Cn1cc([N+](=O)[O-])c(C(=O)Nc2nccs2)n1	6	104	-2	0.9	-15	2	-2	-2.3	2	-4

Other results.
SMILES	Vif imaging	ABCB6 inh 2	ABHD5-PLIN5 inh	aDG glyco up	NOD2-RIPK2 inh	Granule exo inh	MC4R antag cAMP	MC4R barr agon	TLR9-MyD88 block	Glyco luc inh
COc1ccccc1C1Nc2cccc3cccc(c23)N1	4	95	2	-0.1	-4	31	3	-3.0	8	7
COc1ccccc1N/C(=N/S(=O)(=O)c1ccc(Cl)cc1)c1ccccc1	-2	91	2	0.5	-7	1	9	-0.6	3	-2
Cc1c(C)c2c(OCC(=O)N3CCC(C(N)=O)CC3)cc3c(c2oc1=O)CCC(C)(C)O3	-7	98	3	-0.4	-3	0	26	-2.0	-13	4
CCC1CCCCN1C(=O)C(=O)c1cn(CC(=O)N(CC)CC)c2ccccc12 (stereo not given)	-4	100	1	-0.1	2	19	6	-5.0	-8	0
Nc1nc2c(s1)C(=O)CC(c1ccccc1)C2 (stereo not given)	·	100	-5	0.1	-2	-2	2	-0.3	8	4
O=C(/C=C/c1ccccc1)NC(NC(=S)Nc1ccc(Cl)cc1)C(Cl)(Cl)Cl (stereo not given)	-35	93	-23	2.6	0	6	10	1.3	-4	8
Cc1nnc(NC(=O)CSc2nc3ccccc3[nH]2)s1	0	91	2	-0.3	-3	-1	-4	-1.7	4	0
CCn1c(CNC(=O)c2ccco2)nnc1SCCOc1ccccc1	-5	96	-3	0.1	-2	3	3	0.0	-2	0
Cc1cc(NC(=O)CCC(=O)N(CC(=O)NC2CCCC2)c2ccc(C(C)C)cc2)no1	-12	97	4	0.0	-4	7	8	-0.6	-6	3
CC(=O)N1CCc2cc(S(=O)(=O)CCC(=O)NCc3ccc4c(c3)OCO4)ccc21	3	95	-7	0.1	2	-6	1	-1.4	-2	0
O=C(Nc1nnc(-c2ccccc2)o1)c1cccc(S(=O)(=O)N2CCOCC2)c1	0	99	3	0.3	4	-9	5	-1.9	-6	0
CN(C(=O)CSc1nc(N)nn1-c1ccccc1)c1ccccc1	-5	103	3	-0.2	-2	-2	0	-0.8	9	1
O=C1N(CCCCN2C(=O)C3(OCCO3)c3ccccc32)c2ccccc2C12OCCO2	-2	104	-7	0.0	2	-4	5	2.0	1	-1
O=C(O)c1ccc2c(c1)C(=O)N(c1ccc([N+](=O)[O-])cn1)C2=O	-3	101	3	-0.1	-6	-2	15	0.1	5	2
Cc1ccc([C@H]2C(C(=O)O)=CC[C@@H](c3ccc(Cl)c(Cl)c3)N2S(=O)(=O)c2ccc(C)cc2)cc1	-2	100	-12	-0.2	8	0	10	3.4	-3	-2
NC(CC(=O)NC(c1ccccc1)(c1ccccc1)c1ccccc1)C(=O)O (stereo not given)	2	101	2	-0.5	1	-2	11	-0.7	2	0
Cc1ccc2oc(-c3cccc(NC(=O)c4ccc(Br)o4)c3)nc2c1	0	109	-3	-0.3	11	1	1	1.4	-1	-1
Cc1ccccc1C(=O)N1CCC(C(=O)Nc2nccs2)CC1	-4	97	3	-0.4	0	1	4	-0.3	8	0
Cc1ccc(C)c(S(=O)(=O)NCc2ccc(C(=O)NCc3ccccn3)cc2)c1	7	93	2	-0.1	2	-1	0	-0.6	1	1
O=C(Cn1c(CO)nc2ccccc21)Nc1ccc2c(c1)OCCCO2	-8	97	0	0.1	6	-3	11	-0.7	-10	2

Some of the compounds tested. The share of hits here may be higher or lower than overall.
